# RECQ1 helicase – blocks DNA unwinding by human RECQ1; RECQ1 DNA unwinding, red fluorescence kinetic read; Potency, µM (series often up to 57.3 µM), inactives show at the highest dose activity, negative = inhibition, most hits filed as inhibitors; 240,000 tested, 0.54% active; AID 2549;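 note: plate controls were vehicle for no effect and no enzyme for full effect; nearly all actives have a fitted effect of over 30% in size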
#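 50 nM RECQ1T1 preincubated 15 min with compound in Tris pH 8.0 buffer with MgCl2, DTT, Tween-20 and 2.5 ug/ml poly(dI-dC); started with 200 nM TAMRA/BHQ-2 forked duplex and 2 mM ATP. Unwinding read as fluorescence (525/598 nm), two reads 2 h apart.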
# JMJD2E inh – JMJD2E (human) inhibition; B2RXH2; JMJD2E catalytic domain, FDH-coupled NADH fluorescence (FDH is formaldehyde dehydrogenase); Potency, µM (doses to about 57.1 µM), without a hit: at the top dose activity change, negative = inhibition, most hits filed as inhibitors; 230,000 tested, 1.6% active; active = well fitted inhibition curve with a large enough effect, not every such curve was filed as active; inconclusive = small, poorly fitted or top-dose-only effect, or another doubt; inactive = no such curve, though single readings can be large or run the other way;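 note: 0% = wells with enzyme and -100% = buffer wells without enzyme; nearly all actives have a fitted effect of over 50% in size; many of its hits are not listed in these tables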
# Target sequence (B2RXH2 1-337 limits assumed): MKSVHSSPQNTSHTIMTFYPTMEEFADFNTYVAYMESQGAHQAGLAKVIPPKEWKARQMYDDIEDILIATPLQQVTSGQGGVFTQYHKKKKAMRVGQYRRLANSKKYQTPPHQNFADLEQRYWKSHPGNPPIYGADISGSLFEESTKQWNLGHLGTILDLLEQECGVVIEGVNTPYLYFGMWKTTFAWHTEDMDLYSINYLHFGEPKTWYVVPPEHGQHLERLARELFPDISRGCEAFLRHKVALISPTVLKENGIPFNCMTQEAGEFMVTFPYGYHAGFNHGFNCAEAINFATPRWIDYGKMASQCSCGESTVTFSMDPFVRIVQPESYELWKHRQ
# LMNA splice mod – modulators of lamin A splicing; HeLa LMNA splicing GFP/RFP minigene ratio, 48 h; Potency, µM (doses to about 46.1 µM), for the others: top-dose ratio change, negative = inhibition, most hits filed as inhibitors; 200,000 tested, 0.01% active; active = well fitted inhibition curve with a large enough effect in the signal ratio, with a control signal flat, not every such curve was filed as active; inconclusive = small, poorly fitted or top-dose-only effect, or effect the other way, or a change in a side signal; the % refers to the signal ratio; note: % is set by controls: 0 for no effect and ±100 for the full control effect
#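 S3 HeLa cells stably expressing lamin A-EGFP splicing minigene plus DsRed2, 600 cells/well, 48 h compound exposure at 37C. Laser-scanning cytometry; analysed as GFP (500-530 nm)/RFP (575-640 nm) total intensity ratio; 0.5% DMSO vehicle.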
# KinaseGlo FLuc – counter-screen: inhibitors of Kinase-Glo firefly luciferase | Kinase-Glo luciferase, ATP luminescence, 8 min | Potency, µM (highest dose often 38.3 µM), for the others: at the top dose activity change, negative = inhibition, usual class: inhibitors | 200,000 tested, 0.28% active; note: % is set by controls: 0 for no effect and ±100 for the full control effect; nearly all actives have a fitted effect of over 60% in size
#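 Luminescence was the read-out, taken after 8-minute incubation at ambient temperature. Luciferase turned over luciferin with 10 uM ATP in imidazole pH 7.2 buffer containing KCl, MgCl2, Tween 20 and BSA.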
# Tau fibril ThT – tau fibrillization inhibition (ThT binding) | recombinant tau K18 P301L (four-repeat tau fragment), heparin-induced fibrillization, ThT fluorescence | Potency, µM (doses to about 57.4 µM), inactives show at the top dose activity, negative = inhibition, hits mostly inhibitors | 270,000 tested, 2.1% active | AID 1460; note: % is set by controls: 0 for no effect and ±100 for the full control effect; nearly all actives have a fitted effect of over 55% in size
# Target sequence (P10636 561-689 P618L limits assumed): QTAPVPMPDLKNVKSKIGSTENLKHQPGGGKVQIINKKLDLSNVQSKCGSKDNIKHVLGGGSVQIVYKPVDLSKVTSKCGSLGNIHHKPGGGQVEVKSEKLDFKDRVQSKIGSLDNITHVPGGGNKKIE
#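 K18 P301L tau (15 uM + 0.24 uM Alexa 594-tagged), heparin 20 uM, NaOAc pH 7, 6 h 37 C; ThT 30 uM, 1 h RT, ex 450/em 510 nm.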
# ALDH1A1 block – inhibitors of human aldehyde dehydrogenase 1A1; P00352; Purified ALDH1A1, NADH fluorescence, propionaldehyde substrate; Potency, µM (top dose mostly 75.3 µM), inactives show at the top dose activity, negative = inhibition, actives largely listed as inhibitors; 220,000 tested, 7.3% active; AID 1030; active = well fitted inhibition curve with a large enough effect, not every such curve was filed as active; inconclusive = small, poorly fitted or top-dose-only effect, or another doubt; inactive = no such curve, though single readings can be large or run the other way;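 note: plate controls were no enzyme wells and a reference inhibitor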
# Target sequence (P00352 whole entry, looked up): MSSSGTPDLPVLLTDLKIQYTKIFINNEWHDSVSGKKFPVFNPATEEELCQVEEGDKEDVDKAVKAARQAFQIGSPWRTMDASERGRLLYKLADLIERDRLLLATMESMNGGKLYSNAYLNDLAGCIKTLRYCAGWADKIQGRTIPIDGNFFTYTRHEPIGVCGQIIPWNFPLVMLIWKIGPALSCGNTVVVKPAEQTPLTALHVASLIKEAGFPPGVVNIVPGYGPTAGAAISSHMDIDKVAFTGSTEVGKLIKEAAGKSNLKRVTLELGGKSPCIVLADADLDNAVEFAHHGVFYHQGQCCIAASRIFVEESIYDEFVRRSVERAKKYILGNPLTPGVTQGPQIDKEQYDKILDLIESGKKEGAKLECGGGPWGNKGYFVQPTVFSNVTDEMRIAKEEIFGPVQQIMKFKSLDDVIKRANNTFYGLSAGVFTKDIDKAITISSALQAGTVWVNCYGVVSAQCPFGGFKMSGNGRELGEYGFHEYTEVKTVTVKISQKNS
# L3MBTL1 block – L3MBTL1 (human) inhibition; Q9Y468; AlphaScreen L3MBTL1–H3K9me1 peptide binding; Potency, µM (titrated, usually from 57.1 µM), for the others: top-dose activity, negative = inhibition, hits mostly inhibitors; 230,000 tested, 0.66% active; AID 485360; note: % is set by controls: 0 for no effect and ±100 for the full control effect; nearly all actives have a fitted effect of over 60% in size
#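 First, the protein-peptide complex forms for 30 min at room temperature (L3MBTL1 50 nM, biotinylated H3K9me1 peptide 75 nM). Next, compounds are pin-transferred and incubated 30 min. Finally, AlphaScreen beads are added and read after 30 min.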
# SMN2 splice up – enhancers of SMN2 splice variant expression; HEK293 SMN2-luciferase splicing reporter, luminescence, 30-36 h; Potency, µM (doses to about 46.1 µM), for the others: at the highest dose activity change, positive = activation, most hits filed as activators; 210,000 tested, 2.8% active; note: % of control where 0% means no effect; nearly all actives have a fitted effect of over 55% in size
#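 HEK293 cells carry an SMN2 minigene-luciferase reporter in which exon 7 inclusion puts luciferase in frame. Cells were seeded at 2000 cells/well, attached for 10-12 hours, then exposed to compounds for 30-36 hours at 37C before ONE-Glo luminescence.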
# Active calls of the source: *; i = inactive; ? = inconclusive; . = no result given; [ ] = another dose, or the depositor's remark. Unless noted, calls come from the whole dose curve; as a rule, active = well fitted curve in the direction sought with a large enough effect; inconclusive = small, poorly fitted or top-dose-only effect, or another doubt; inactive = no such curve, though single readings can be large; an effect the other way counts as inactive or inconclusive. Potency is the fitted concentration of half-maximal effect.
SMILES	RECQ1 helicase	JMJD2E inh	LMNA splice mod	KinaseGlo FLuc	Tau fibril ThT	ALDH1A1 block	L3MBTL1 block	SMN2 splice up
COc1ccc(/C(C)=N/Nc2nc3ccccc3nc2C)cc1OC	-5%	-2%	.	.	13µM*	.	-30%	.
CC1CCN(CC(O)COC2CC(C)CCC2C(C)C)CC1 (stereo unspecified)	i	4%	?	1%	-5%	4%	2%	-16%
O=C1OC(/C(=C\NCc2ccccc2)[N+](=O)[O-])c2ccccc21 (stereo unspecified)	i	7%	.	-5%	1%	9%	.	22%
Cc1onc(-c2c(Cl)cccc2Cl)c1NC(=O)N1CCSCC1	-3%	0%	.	.	-6%	.	1%	.
Cc1cc(C(F)(F)F)n(-c2ccc(N)cc2)n1	i	6%	.	-2%	-6%	7%	.	3%
CCc1ccc(NCCC(=O)c2ccc(Cl)cc2)cc1	-7%	9%	3%	1%	-17%	1.6µM*	9%	-15%
O=C(Cc1cccs1)NCCCc1ccccc1	-3%	6%	?	-3%	0%	11%	-13%	.
CCOC(=O)c1ccc(N2C(=O)CC(N3CCC(C(N)=O)(N4CCCCC4)CC3)C2=O)cc1 (stereo unspecified)	-4%	6%	10%	1%	-15%	8.9µM*	7%	-3%
CCOC(=O)c1sc(=S)n(-c2cc(OC)ccc2OC)c1N	-5%	-27%	-10%	0%	?	3.2µM*	-16%	-5%
C=CCNC(=O)C1CC(=O)N(c2ccc(OCC(=O)Nc3cccc(OC)c3)cc2)C1 (stereo unspecified)	i	7%	5%	-2%	-10%	4%	-3%	?
COc1ccc(C)cc1NC(=O)C(Sc1nnc(-c2ccncc2)n1-c1ccc(Cl)cc1)c1ccccc1 (stereo unspecified)	-2%	1%	-3%	1%	-12%	?	-5%	-39%[inhibitor]
COc1ccccc1Nc1nc(-c2cccs2)cs1	-2%	-17%	5%	-5%	14µM*	4µM*	-4%	11µM*

# Additional records:
SMILES	RECQ1 helicase	JMJD2E inh	LMNA splice mod	KinaseGlo FLuc	Tau fibril ThT	ALDH1A1 block	L3MBTL1 block	SMN2 splice up
COCCn1c(SCC(=O)c2cccc(OC)c2)nnc1-c1ccco1	-4%	2%	1%	-3%	1%	?	6%	2%
Cc1ccc(C(=O)C(OC(=O)c2cnccn2)c2ccccc2)cc1 (stereo unspecified)	i	8%	13%[46 µM]	5%	-2%	9%	-3%	-5%
C=CCn1c(=O)[nH]c2cc(C(=O)N3CC=C(c4ccccc4)CC3)ccc2c1=O	-7%	-25%	.	1%	-9%	-1%	.	-32%
Cc1ccc(C2(CCNC(C)c3cccs3)CCOC(C(C)C)C2)cc1 (stereo unspecified)	i	4%	-19%[46 µM]	-1%	-7%	16%	-1%	-41%[inhibitor]
Cc1cc(C=O)c2c(c1)C=CC1(Oc3ccccc3C(=O)N1C)O2 (stereo unspecified)	-26%	?	?	-3%	?	-8%	-1%	-13%
CN(C)CCOc1cccc(Br)c1	i	?	?	2%	-2%	?	4%[11.4 µM]	-8%
Cc1nnc(SCC(=O)Nc2ccccc2NC(=O)CSc2nnc(C)s2)s1	i	6%	1%	0%	-2%	5%	.	-10%
COc1cccc(CC2(CO)CCCN(CC3=Cc4cc(OC)ccc4OC3)C2)c1 (stereo unspecified)	-7%	?	.	4%	?	-13%	-2%	.
Cc1cc(C)cc(Nc2ncc3c(n2)CC(c2ccco2)CC3=O)c1 (stereo unspecified)	0%	-6%	3%	6%	?	?	-8%	-18%
Cc1ccc(C(=O)N/N=C\c2ccc[nH]2)cn1	-20%	-13%	18%	-2%	-10%	12%	.	-21%
O=c1c(-c2cccs2)nc2cnc(Oc3ccccc3)nc2n1C1CC1	i	.	.	0%	.	?	.	-12%
CNCCCNCc1ccc(SC)cc1	-14%	10%	10%	1%	-7%	5%	.	-11%

# (further entries)
SMILES	RECQ1 helicase	JMJD2E inh	LMNA splice mod	KinaseGlo FLuc	Tau fibril ThT	ALDH1A1 block	L3MBTL1 block	SMN2 splice up
COc1nc(N(C)C)nc(N2CC(=O)N(CCNS(=O)(=O)c3ccc(C)cc3)C2=N)n1	-8%	6%	-9%	-2%	-6%	-7%	1%	9%
O=C(c1ccc(=O)oc1)N1CCC(C(O)(c2ccccc2)c2ccccc2)CC1	-5%	?	.	.	?	?	3%	.
CC(C)C1S/C(=N/N=C/c2ccco2)NC1=O (stereo unspecified)	0%	4%	9%	2%	-4%	.	-2%	28%
CCC(=O)Nc1nc2ccc3nc(C)sc3c2s1	-1%	2%	-7%	3%	-14%	5%	-2%	11µM*
O=C(CN1CCCCC1)N1c2ccccc2Oc2ccccc21	5%	-1%	0%	5%	-14%	-3%	4%	15%
O=C(Cc1ccccc1)N/N=C/c1ccc(OC(=O)/C=C\c2ccco2)cc1	-17%	-13%	-8%	1%	-12%	?	15%[11.4 µM]	-3%
c1ccc(C(c2nnnn2Cc2cccs2)N2CCN(C3CCCC3)CC2)cc1 (stereo unspecified)	-3%	-13%	-4%	-2%	-11%	-2%	3%	0%
CCN1C(=O)/C(=C2/Sc3ccc(OC)cc3N2C)SC1=Nc1cccc(O)c1	-2%	-18%	?	-2%	?	?	-2%	-25%
CCS(=O)(=O)Nc1ccc(C(=O)c2ccccc2)cc1	-1%	2%	?	1%	-4%	-10%	4%	-8%
O=C(O)CCn1ncc2ccccc2c1=O	-3%	10%	9%[46 µM]	-3%	6%	2%	7%	.
O=C(COC(=O)c1cccnc1Nc1ccccc1F)NCCN1C(=O)CSC1=O	-2%	-4%	7%	-4%	-6%	-2%	.	.
CCN(CCCNC(=O)CNC(=O)Cn1cnc2ccccc2c1=O)c1ccccc1	-2%	-6%	-1%	1%	0%	0%	.	20%

# Continued.
SMILES	RECQ1 helicase	JMJD2E inh	LMNA splice mod	KinaseGlo FLuc	Tau fibril ThT	ALDH1A1 block	L3MBTL1 block	SMN2 splice up
c1ccc2c(c1)OCC(c1nn3cnnc3s1)O2 (stereo unspecified)	-2%	6%	-1%	0%	-14%	-9%	.	19%
COc1ccc2sc(N(CCN(C)C)C(=O)/C=C/c3cccs3)nc2c1	-1%	6%	-1%[9.22 µM]	3%	-12%	-7%	.	5%
CCc1c(C)sc(NC(=O)C2CCCCC2C(=O)O)c1C(N)=O (stereo unspecified)	-2%	?	8%	7%	?	1.6µM*	4%	?
COc1ccc(OCC(=O)Nc2nc3ccc(NC(C)=O)cc3s2)cc1	?	?	?	3%	?	8%	-3%	9%
O=C(Nc1ccc(S(=O)(=O)N2CCOCC2)cc1)c1ccc(Cl)s1	-5%	2%	-6%	-2%	14%	26%	-2%	-20%
COC(=O)CC(NC(=O)C1CC1)c1ccc2c(c1)OCO2 (stereo unspecified)	3%	2%	21%[46 µM]	5%	1%	-5%	12%	-2%
O=S(=O)(NCCNS(=O)(=O)c1ccc(F)cc1)c1ccc(F)cc1	-10%	2%	-7%	-4%	-4%	-4%	.	-4%
O=C(CCN1CCN(c2ccc(Cl)cc2)CC1)Nc1ccccc1F	-7%	7%	?	0%	?	-16%	-1%	3%
O=c1c(-c2ccccc2)nc(-c2ccccc2)cn1O	-2%	?	15%	.	?	?	2%	.
COc1ccc2[nH]c(-c3cccc(F)c3)cc(=O)c2c1	-1%	?	?	0%[39.9 µM]	-16%[81.4 µM]	?	6%	11µM*
CS(=O)(=O)N1CCC(C(=O)Nc2ccc(Cl)c(C(F)(F)F)c2)CC1	i	-2%	-10%	3%	10%	10%	.	9%
Cc1noc(NC(=O)c2ccccc2Cl)c1C#N	3%	0%	-10%	6%	-6%	12%	5%	-4%
Cc1cccc(C)c1NC(=O)c1sc(Cl)nc1C	-9%	7%	11%	-3%	-1%	3%	1%	3%

# In another format: 13 of the compounds above.
# The line under a structure holds: RECQ1 helicase, JMJD2E inh, LMNA splice mod, KinaseGlo FLuc, Tau fibril ThT, ALDH1A1 block, L3MBTL1 block, SMN2 splice up
> c1ccc2c(c1)OCC(c1nn3cnnc3s1)O2 (stereo unspecified)
  -2%, 6%, -1%, 0%, -14%, -9%, ., 19%
> COc1ccc2sc(N(CCN(C)C)C(=O)/C=C/c3cccs3)nc2c1
  -1%, 6%, -1%[9.22 µM], 3%, -12%, -7%, ., 5%
> CCc1c(C)sc(NC(=O)C2CCCCC2C(=O)O)c1C(N)=O (stereo unspecified)
  -2%, ?, 8%, 7%, ?, 1.6µM*, 4%, ?
> COc1ccc(OCC(=O)Nc2nc3ccc(NC(C)=O)cc3s2)cc1
  ?, ?, ?, 3%, ?, 8%, -3%, 9%
> O=C(Nc1ccc(S(=O)(=O)N2CCOCC2)cc1)c1ccc(Cl)s1
  -5%, 2%, -6%, -2%, 14%, 26%, -2%, -20%
> COC(=O)CC(NC(=O)C1CC1)c1ccc2c(c1)OCO2 (stereo unspecified)
  3%, 2%, 21%[46 µM], 5%, 1%, -5%, 12%, -2%
> O=S(=O)(NCCNS(=O)(=O)c1ccc(F)cc1)c1ccc(F)cc1
  -10%, 2%, -7%, -4%, -4%, -4%, ., -4%
> O=C(CCN1CCN(c2ccc(Cl)cc2)CC1)Nc1ccccc1F
  -7%, 7%, ?, 0%, ?, -16%, -1%, 3%
> O=c1c(-c2ccccc2)nc(-c2ccccc2)cn1O
  -2%, ?, 15%, ., ?, ?, 2%, .
> COc1ccc2[nH]c(-c3cccc(F)c3)cc(=O)c2c1
  -1%, ?, ?, 0%[39.9 µM], -16%[81.4 µM], ?, 6%, 11µM*
> CS(=O)(=O)N1CCC(C(=O)Nc2ccc(Cl)c(C(F)(F)F)c2)CC1
  i, -2%, -10%, 3%, 10%, 10%, ., 9%
> Cc1noc(NC(=O)c2ccccc2Cl)c1C#N
  3%, 0%, -10%, 6%, -6%, 12%, 5%, -4%
> Cc1cccc(C)c1NC(=O)c1sc(Cl)nc1C
  -9%, 7%, 11%, -3%, -1%, 3%, 1%, 3%

# Some of the compounds tested; rates above refer to the full screens.
